High-throughput results: PubChem, The Scripps Research Institute Molecular Screening Center
TAAR1 agonist – human TAAR1 agonism; activation, % at 3 µM; CHO RD-HGA16 TAAR1, Fluo-8 calcium fluorescence; vehicle wells 0%, saturating PEA agonist 100%; AID 624467; 0.99% of 360,000 active; Q96RJ0;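 active = activation above the mean activation of all test compounds in the run plus 3 SD, cut at about 38% in these data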
Target sequence (Q96RJ0 whole entry, looked up): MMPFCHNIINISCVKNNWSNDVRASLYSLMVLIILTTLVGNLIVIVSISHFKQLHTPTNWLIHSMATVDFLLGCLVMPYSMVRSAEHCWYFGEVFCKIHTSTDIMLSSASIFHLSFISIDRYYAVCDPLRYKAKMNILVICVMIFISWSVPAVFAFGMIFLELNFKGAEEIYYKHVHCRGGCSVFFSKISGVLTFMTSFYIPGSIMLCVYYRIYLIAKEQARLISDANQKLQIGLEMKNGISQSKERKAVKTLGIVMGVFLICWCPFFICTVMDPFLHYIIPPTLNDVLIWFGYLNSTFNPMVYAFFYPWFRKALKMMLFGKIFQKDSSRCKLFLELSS
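Test system: RD-HGA16 (CHO) cells co-expressing Gα16 and hTAAR1; dosing: one-point dosing at 3 µM (nominal); timing: 17-24 h seeding, 75 min 37 °C dye, 30 min RT; signal: kinetic Fluo-8 calcium fluorescence; read-out basis: % activation relative to PEA EC100 response; controls: DMSO and PEA EC100; replicates: n 1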
OXTR ag – agonists of human oxytocin receptor | P30559 | AID 2435 | activation, % at 3 µM | 0.32% of 320,000 active | CHO-OTR cells, Fluo-8 calcium fluorescence; normalized: DMSO 0%, oxytocin 100%;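 active = activation above the mean of all tested compounds plus 3 SD, cutoff set per screening run, cut at about 20% in these data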;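 note: peak over basal fluorescence ratio from a 100 s FLIPR kinetic read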
CHO parental Ca – signal in parental CHO cells, OX1R antagonist counter-screen. 0.63% of 330,000 active. parental CHO-K1, ATP-induced calcium, Fluo-8 fluorescence. inhibition, % at 5.6 µM;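 active = inhibition above that plate's mean sample inhibition plus 3 SD, cut at about 26% in these data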;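 note: 0% = ATP-challenged DMSO wells and 100% = DMSO wells without ATP; some compounds past the cut are filed as inactive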
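Material: Parental CHO cells | Reagent: ATP | Compound dosing: Single nominal dose of 5.6 µM per compound | Detection: Intracellular calcium via Fluo-8 no-wash fluorescent dye | Read-out: % inhibition of ATP-induced calcium mobilization | Benchmarks: Low control ATP plus DMSO, high control DMSO only | Replicates: Singlicate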
M1 ag – activates human CHRM1 receptor | 0.33% of 360,000 active | AID 588814 | activation, % at 3 µM | CHO-K1 hM1, Fluo-8 calcium fluorescence, agonist mode; 0% DMSO, 100% acetylcholine EC100 | P11229;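 active = activation above the run's mean compound activation plus 3 SD, cut at about 16% in these data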;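 note: peak over basal fluorescence ratio within a 140 s kinetic read after compound addition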
OXTR potentiator – potentiators of human oxytocin receptor; P30559; CHO-OTR cells, Fluo-8 calcium fluorescence, potentiator mode; 0% = oxytocin EC15, 100% = EC100; activation, % at 3 µM; 0.061% of 320,000 active;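 active = activation above that plate's cutoff, the mean activation of tested compounds plus 3 SD, cut at about 6.6% in these data, passing the limit was not always enough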;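 note: 100% uses oxytocin at 75 nM as the full agonist control; some results filed as inactive read as strong as hits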
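Assay system: CHO cell line stably expressing human OTR | Also added: Oxytocin at about EC15, sub-maximal agonist stimulus | Times: Compound 6 min at room temperature before oxytocin, 100 s read | Measured by: Fluo-8 intracellular calcium fluorescence, ex 470-495, em 515-575 nm | Controls: EC15 oxytocin alone as 0%, 75 nM oxytocin as 100%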
V1aR counter – activates human V1a receptor in oxytocin agonist counter-screen; AID 2797; activation, % at 3 µM; CHO-V1R cells, Fluo-8 calcium fluorescence, agonist mode; 0% DMSO, 100% 3 nM vasopressin; 0.25% of 320,000 active; P37288;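 active = activation above the mean activation of all tested compounds plus 3 SD, per screening run, cut at about 20% in these data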;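 note: signal is peak over basal fluorescence ratio across a 100 second FLIPR read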
Target sequence (P37288 whole entry, looked up): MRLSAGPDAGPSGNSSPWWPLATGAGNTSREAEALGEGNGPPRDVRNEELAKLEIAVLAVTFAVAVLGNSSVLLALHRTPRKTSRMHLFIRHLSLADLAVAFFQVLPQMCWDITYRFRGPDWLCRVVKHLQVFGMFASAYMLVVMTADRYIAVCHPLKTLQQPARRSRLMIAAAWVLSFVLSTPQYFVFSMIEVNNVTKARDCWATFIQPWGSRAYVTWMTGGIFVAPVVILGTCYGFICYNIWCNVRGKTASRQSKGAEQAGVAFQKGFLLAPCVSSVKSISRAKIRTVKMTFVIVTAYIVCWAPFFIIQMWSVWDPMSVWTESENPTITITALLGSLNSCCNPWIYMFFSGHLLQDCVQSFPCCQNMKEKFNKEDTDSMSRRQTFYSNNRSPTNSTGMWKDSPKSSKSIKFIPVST
M1 PAM – positive allosteric modulators of human M1 muscarinic receptor. P11229. CHO-K1 hM1, Fluo-8 calcium fluorescence, ACh EC20; 0% = ACh EC20, 100% = maximal ACh. activation, % at 3 µM. 0.088% of 360,000 active; in the data active = activation above about 19%, passing the limit was not always enough
TAAR1 antagonist – antagonists of human TAAR1; 1.5% of 360,000 active; AID 624466; Q96RJ0; inhibition, % at 3 µM; CHO RD-HGA16 TAAR1, Fluo-8 calcium fluorescence, antagonist;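 active = inhibition above a per-plate cutoff, the mean inhibition of test compounds on that plate plus 3 SD, cut at about 49% in these data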;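 note: 0% = DMSO plus EC80 beta-PEA response and 100% = DMSO alone without agonist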
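Material: CHO RD-HGA16 cells bearing hTAAR1; compound dosing: one-point dosing, 3 µM nominal final; schedule: dye loading 75 min at 37 °C, then 30 min room temperature; measured by: calcium fluorescence with Fluo-8; control set: vehicle and agonist controls; replication: n of 1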
CHRM1 antagonist – blocks human M1 muscarinic receptor. 1.3% of 360,000 active. CHO-K1 hM1, Fluo-8 calcium fluorescence, ACh EC80 antagonist. P11229. AID 588852. inhibition, % at 3 µM;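 active = percent inhibition above its own plate's cutoff, namely the mean of that plate's compound wells plus 3 SD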;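 note: peak over basal fluorescence ratio during 140 s after agonist addition; 0% = ACh EC80 plus DMSO and 100% = DMSO alone without agonist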
An asterisk follows results filed as active; x = no result given. Random draw from the library; any-hit rate near 3.7%.

Results follow in this order: OXTR potentiator	TAAR1 antagonist	V1aR counter	OXTR ag	CHRM1 antagonist	M1 PAM	M1 ag	CHO parental Ca	TAAR1 agonist
(1) Cc1ccc(CN2CCNC(=O)C2CC(=O)N(C)CCc2ccccc2)cc1 (stereo not drawn)
    4	-11	0.1	0.3	23	-9	-2	-14	59*
(2) O=C(O)c1cccc(NC(=O)c2cccc(S(=O)(=O)N3CCc4ccccc43)c2)c1
    -14	-1	1.1	-0.8	-1	1	-1	2	3
(3) COc1ccccc1/C=C(\NC(=O)c1cccc(C)c1)C(=O)Nc1ccccn1
    -5	-11	-0.6	-0.3	-10	10	-6	1	5
(4) CCc1nc2ccc(C(=O)NCCCN3CCCC3=O)cn2c1N(C)CCC(C)C
    x	-13	x	x	-5	-1	-8	x	4
(5) O=c1[nH]c2ccc(NC(=S)NC3CCCCC3)cc2[nH]1
    -3	-7	0.4	0.6	3	8	-9	5	2
(6) O=C(NCCCN1CCCC1)c1ccc(Cn2c(=S)[nH]c3ccc(Br)cc3c2=O)cc1
    -6	-16	-0.2	-0.6	x	x	x	-7	2
(7) O=C(CSc1nnc(-c2ccccn2)n1Cc1ccccc1)N1CCCC1
    5	-7	-0.2	-0.6	-17	2	-2	-4	1
(8) O=C(CSc1ccc(Cl)cc1)N1CCOCC1
    -4	-1	0.6	1.3	1	-1	-2	-1	0
(9) CC(C)(C)OC(=O)NCCCCCc1cn([C@@H](CO)C(=O)NCCCCCCCCCCC(=O)N2CCN(C(=O)OC(C)(C)C)CC2)nn1
    -16	87*	11	7.4	74*	-36	-3	96*	35
(10) Nc1ncnc(N)c1NC(=O)c1cc(Cl)c(OCc2ccccc2)c(Cl)c1
    x	-19	x	x	-6	-2	0	x	3
(11) Cc1ccc(NC(=O)CN2C(=O)NC3(CCc4ccccc43)C2=O)cc1Cl (stereo not drawn)
    -11	-7	0.7	2.3	-22	6	0	-10	6
(12) COc1cc(NC(=O)CSc2nc(=O)n(CCCN3CCOCC3)c3c2CCC3)cc(OC)c1
    -10	-22	-1.4	-0.8	-6	4	-7	-16	0
(13) Cc1ccc(C(=O)Nc2cc(Cl)ccc2OC(=O)c2ccc(C)cc2)cc1
    -10	-7	0.3	-0.7	x	x	x	20	-1
(14) O=S(=O)(c1cnc[nH]1)N1CCN(C(c2ccc(F)cc2)c2ccc(F)cc2)CC1
    -10	-41	-0.6	-1.2	19	-2	-3	-14	3
(15) Cc1nc(SCC(=O)NCc2ccco2)c2c(C)c(C)sc2n1
    1	3	-1.2	-0.8	-11	5	-3	-24	6
(16) O=[N+]([O-])c1cc(-c2ccn[nH]2)ccc1Cl
    -6	4	1.1	2.3	-7	10	-9	-5	0
(17) Cc1ccc(C(C)C)c(OC/C(O)=C(\C#N)c2nc3ccccc3[nH]2)c1
    -10	6	0.2	-1.0	2	-2	-2	0	-2
(18) COc1ccc2c(c1)C(=O)Nc1cc(Cl)ccc1N2
    -3	-25	3.8	-1.2	-14	9	-4	-10	3
(19) COC(=O)c1ccccc1NC(=O)N1CCN(S(C)(=O)=O)CC1
    -11	9	-0.4	-0.4	3	-1	-8	-13	0
(20) CC(C)=NOC(=O)c1c(C)noc1-c1snnc1C
    0	-13	1.0	-0.5	0	0	-3	-12	1

Single entries from the results shown:
Reading for COc1ccccc1/C=C(\NC(=O)c1cccc(C)c1)C(=O)Nc1ccccn1 under TAAR1 agonist: 5
Reading for CCc1nc2ccc(C(=O)NCCCN3CCCC3=O)cn2c1N(C)CCC(C)C under TAAR1 agonist: 4
Reading for COc1cc(NC(=O)CSc2nc(=O)n(CCCN3CCOCC3)c3c2CCC3)cc(OC)c1 under TAAR1 agonist: 0

Later entries.
Results follow in this order: OXTR potentiator	TAAR1 antagonist	V1aR counter	OXTR ag	CHRM1 antagonist	M1 PAM	M1 ag	CHO parental Ca	TAAR1 agonist
(21) CC(=O)OCC1O[C@@H](O[C@@H]2C[C@H]3C(C)(C)[C@H](OC(C)=O)CC[C@]3(C)[C@H]3CC[C@]45C[C@]4(CC[C@H]5[C@@H](C)C[C@@H](O)[C@H](O)C(C)(C)O)[C@@]32C)[C@H](O)[C@@H](O)[C@@H]1O (stereo partly drawn)
    -18	x	87*	69*	x	x	x	100*	x
(22) O=C(O)c1ccc(N=Nc2c(O)ccc3ncccc23)cc1
    -3	-4	-1.9	-1.9	-6	6	-4	5	-2
(23) Cc1ccc(NC(=O)Cn2nc(C)c(S(=O)(=O)N(C)C)c2C)cc1C
    -8	-19	3.4	2.0	-10	9	3	4	3
(24) COC(=O)c1cccc(N2C(=O)c3ccccc3S2(=O)=O)c1
    -17	-11	3.6	1.1	-10	8	-1	-3	7
(25) COc1ccccc1NC(=O)N(C)C[C@@H]1OCc2cn(nn2)CCCC(=O)N([C@@H](C)CO)C[C@H]1C
    x	-4	x	x	1	-3	-3	x	0
(26) CCc1cc(C)c(O)c(CC)n1
    3	x	0.8	1.3	-10	6	-2	-12	x
(27) COC(=O)C1=C(C(=O)OC)SC2(S1)C(C(=O)OC)=C(C(=O)OC)SC1=C2c2cccc(C)c2NC1(C)C
    -3	-6	0.5	-1.5	3	1	-6	11	1
(28) Cn1c(=O)c([N+](=O)[O-])c(NC2CCS(=O)(=O)C2)c2ccccc21 (stereo not drawn)
    -3	-12	0.8	-0.1	6	-2	-3	-3	3
(29) COc1ccc(-c2csc(C)n2)cc1OC
    -1	8	-0.4	-1.6	-3	10	-7	0	4
(30) O=C(NC(NC(=S)Nc1ccc(Cl)cc1)C(Cl)(Cl)Cl)c1ccco1 (stereo not drawn)
    -13	16	11	7.3	7	-8	-1	4	17
(31) O=C(Nc1cc(C(=O)N2CCCC2)ccc1N1CCCC1)c1ccccc1F
    -2	-20	-0.1	-1.5	-4	7	-3	-16	0
(32) CCOc1cccc2cc(-c3csc(NC(=O)CCC(=O)N4CCC(C)CC4)n3)c(=O)oc12
    -9	-7	-0.2	1.6	-2	1	-3	-8	1
(33) CSc1nc(-c2ccccc2)cc(C(F)(F)F)c1C#N
    -12	-1	0.0	-1.4	-13	6	-6	-17	4
(34) Cc1cccc(-c2nnc(SCC#N)n2Cc2ccccc2)c1
    -10	-11	-0.3	-1.5	-20	15	5	-31	4
(35) CCOC(=O)N1CCN(CC(=O)n2c(C)c(C)c3ccccc32)CC1
    -6	-2	0.3	-0.2	-8	4	-2	-32	4
(36) O=C(CCCc1ccccc1)N=C1SC2CS(=O)(=O)CC2N1c1ccccc1 (stereo not drawn)
    -5	-23	4.5	1.1	4	6	1	-5	19
(37) O=C(N/N=C1/CCS(=O)(=O)c2ccc(F)cc21)c1cccnc1
    -12	0	0.4	0.2	-3	8	-3	9	3
(38) CCOc1ncccc1C(=O)OCc1cccc([N+](=O)[O-])c1
    -4	6	-2.7	-2.1	-2	2	-5	-16	1
(39) CN(C)c1ccc(NC(=O)CCN2CCN(c3ccccn3)CC2)cc1
    7	-13	-0.2	0.6	3	2	-10	-12	2
(40) O=C(Nc1nnc(-c2ccccc2F)s1)c1cccnc1
    -10	-6	0.7	-0.2	-22	12	-3	-4	1
(41) Cc1ccc(C(=O)Nc2cccc(N3C(=O)C4CCC(C)CC4C3=O)c2)cc1 (stereo not drawn)
    -6	71*	4.7	1.3	16	-8	1	-15	12
(42) CN(Cc1ccccc1)C(=O)CCNS(=O)(=O)c1ccc2c(c1)oc(=O)n2C
    0	-8	-0.3	0.0	1	-4	-7	2	9
(43) O=C(NCCOc1ccccc1)C1Nc2ccc(C(F)(F)F)cc2C2c3ccccc3CC12 (stereo not drawn)
    -11	-6	0.2	-0.4	0	3	-2	-28	6
(44) Cc1ccc(S(=O)(=O)N2CCCC2C(=O)NCc2ccc3c(c2)OCO3)cc1 (stereo not drawn)
    -5	-32	-0.2	-1.6	-2	10	-1	-31	2
(45) Cc1csc(-c2cnn(-c3ccccc3)c2NC(=O)c2cccc(C(F)(F)F)c2)n1
    -12	16	-0.9	-2.2	-3	5	-4	-14	17
(46) C=CCc1cccc(/C=N/c2nc3ccccc3n2CC)c1O
    -1	-35	-1.3	0.5	-15	6	-8	-2	6
(47) Cc1cc2nn(-c3cccc4ccccc34)nc2cc1NC(=O)c1cccs1
    -8	15	0.9	1.0	-8	4	-6	-7	1
(48) CCNS(=O)(=O)c1ccc(-c2ccc(-n3cnnn3)cc2)cc1
    -5	23	1.0	2.9	-2	7	-7	14	1
(49) CC(=O)NC1=NN(C(C)=O)C(C)(c2cccc([N+](=O)[O-])c2)S1 (stereo not drawn)
    -2	-7	1.5	0.0	2	2	-11	-8	7
(50) C(=C\c1ccccc1)/CN1CCN(Cc2nc(Cc3ccccc3)no2)CC1
    -11	13	0.6	0.2	43*	-31	-12	-23	-2
(51) CC(=O)c1ccc(-c2ccc(Cn3c(C)nc4cc(N)c(C)nc43)cc2)cc1
    1	4	10	1.5	15	-5	-3	-16	4
(52) O=C(CN1CCOCC1)NNC(=S)Nc1ccccc1
    -2	9	0.1	0.2	-12	12	0	4	0
(53) COc1ccc(OCCCn2cccc2/C=C2/C(=N)N3OC(C)=CC3=NC2=O)cc1
    -10	32	4.0	1.4	17	-22	-9	-15	12
(54) COc1ccc(NC(=O)COC(=O)Cc2ccc(-c3ccccc3)cc2)c(OC)c1
    -8	5	2.8	-0.2	3	-6	2	-39	3
(55) CCS(=O)(=O)N1Cc2ccccc2CC1C(=O)Nc1nc2ccccc2s1 (stereo not drawn)
    -1	-7	1.2	0.0	-1	1	-5	-3	2
(56) CC(=O)Nc1ccc(NC(=O)C(C)OC(=O)CCC2CCCC2)cc1 (stereo not drawn)
    -1	-5	3.4	4.1	-6	7	2	-26	2
(57) c1ccc2c(c1)nc(N1CCCCCC1)c1nncn12
    x	-17	x	x	-10	3	-3	x	3
(58) c1csc(-c2nn3c(Cn4nnc5ccccc54)nnc3s2)c1
    -5	7	2.4	-0.3	-4	8	-4	-9	8
(59) O=C(CC1CCCC1)Nc1ccc(Cl)c(S(=O)(=O)N2CCOCC2)c1
    -11	14	11	10	-7	-1	5	-3	10
(60) S=C(NCC1CCCO1)N1CCN(c2nc(-c3ccc(Cl)cc3)cs2)CC1 (stereo not drawn)
    -23	28	2.9	0.8	14	-5	-3	29	0
(61) C=CCOc1ccc(Br)cc1CNC(C)(C)C
    -4	1	-1.3	-0.4	-10	1	-10	-8	14
(62) CCOC(=O)C1=CNS(=O)(=O)NC1c1ccc(C(F)(F)F)cc1 (stereo not drawn)
    x	-7	x	x	-16	5	0	-18	0
